CHX counter – Cycloheximide Counterscreen for Small Molecule Inhibitors of Shiga Toxin. cell reporter, cycloheximide protein synthesis inhibition counterscreen. hit rate 12% among 300,000. AID 2314, 2010. max response, %; in the data active = max response mostly above about 13%, no sharp cut-off; inactive = mostly below about 14%; also: read at 38.3 µM for the half of the compounds with a filed dose; 0% is about no effect
Giardia FBPA inh – qHTS Assay for Inhibitors of Fructose-1,6-bisphosphate Aldolase from Giardia Lamblia. purified Giardia FBPA. Potency, µM (highest dose often 59.6 µM), inactives show top-dose activity, negative = inhibition, most hits filed as inhibitors. hit rate 0.71% among 290,000; also: potency is read from the fitted curve at half-maximal effect; % is scaled to controls: 0 for no effect and ±100 for the full control effect; nearly all actives have a fitted effect of over 55% in size
Target sequence (A8B2U2 whole entry, looked up): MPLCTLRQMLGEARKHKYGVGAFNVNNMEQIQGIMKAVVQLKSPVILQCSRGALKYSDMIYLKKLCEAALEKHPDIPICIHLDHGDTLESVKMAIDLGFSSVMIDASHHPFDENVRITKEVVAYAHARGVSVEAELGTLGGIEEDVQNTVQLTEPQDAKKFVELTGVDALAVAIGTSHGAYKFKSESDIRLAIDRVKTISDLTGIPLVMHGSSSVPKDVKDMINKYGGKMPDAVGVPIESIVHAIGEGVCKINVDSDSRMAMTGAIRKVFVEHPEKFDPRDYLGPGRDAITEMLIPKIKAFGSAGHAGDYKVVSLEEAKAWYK
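40 nM FBPA preincubated 10 min at RT with compound (up to 57.5 uM final), then substrate plus GAPDH/TPI/NAD/arsenate coupling and diaphorase/resazurin added. Fluorescence read after 20 min at RT, 525/598 nm.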
Pf growth 96h – Primary qHTS for delayed death inhibitors of the malarial parasite plastid, 96 hour incubation | hit rate 6.9% among 320,000 | Potency, µM (titrated, usually from 28.7 µM), for the others: at the top dose activity change, negative = inhibition, hits mostly inhibitors | P. falciparum luciferase reporter growth, 96 h; also: potency is read from the fitted curve at half-maximal effect; % is scaled to controls: 0 for no effect and ±100 for the full control effect
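Delayed-death screen, second-generation endpoint: infected erythrocytes, 2% hematocrit, 0.05% parasitemia final; 96 hours at 37 C, 5% CO2; luciferase detection reagent; luminescence decrease equals reduced growth.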
Shiga toxin inh – A qHTS for Small Molecule Inhibitors of Shiga Toxin; inhibition, % at 38.7 µM; hit rate 9.2% among 290,000; Vero cells, Shiga toxin protein synthesis inhibition reporter; in the data active = inhibition mostly above about 28%, no sharp cut-off; inactive = mostly below about 43%; also: 0% is about no effect
Pf growth 48h – Primary qHTS for delayed death inhibitors of the malarial parasite plastid, 48 hour incubation; P. falciparum luciferase growth in erythrocytes, 48 h; Potency, µM (titrated, usually from 28.7 µM), for inactives: at the highest dose activity change, negative = inhibition, hits mostly inhibitors; hit rate 5.9% among 310,000; also: potency is read from the fitted curve at half-maximal effect; % is scaled to controls: 0 for no effect and ±100 for the full control effect
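Cell-based growth assay: transgenic P. falciparum expressing firefly luciferase, cultured in red cells within RPMI 1640 containing 0.5% w/v Albumax, 24 mM bicarbonate and gentamycin. A drop in luciferase activity indicates inhibition.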
Sm TGR block – qHTS Assay for the Inhibitors of Schistosoma Mansoni Peroxiredoxins | Schistosoma mansoni thioredoxin glutathione reductase (TGR), Q962Y6 | purified TGR, DTNB reduction, TNB absorbance 405 nm | Potency, µM (titrated, usually from 114 µM), for the others: at the top dose activity change, negative = inhibition, hits mostly inhibitors | hit rate 3% among 360,000; also: potency is read from the fitted curve at half-maximal effect; % is scaled to controls: 0 for no effect and ±100 for the full control effect; nearly all actives have a fitted effect of over 60% in size
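Kinetic colorimetric format: TGR-catalysed, NADPH-driven DTNB reduction monitored via TNB absorbance. Enzyme dispensed at 20 nM; compound exposure 15 min at room temperature before reaction start.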
* marks the source's active call; other numbers are inactive results; ? = inconclusive; · = not tested or not shown; [ ] = another dose, or the depositor's remark. Unless noted, calls follow the shape of the dose curve; as a rule, active = well fitted curve in the direction sought with a large enough effect; inconclusive = small, poorly fitted or top-dose-only effect, or another doubt; inactive = no such curve, though single readings can be large; an effect the other way counts as inactive or inconclusive. The order is random. About 24% of those tested had a hit in this group.

compound	CHX counter	Giardia FBPA inh	Pf growth 96h	Shiga toxin inh	Pf growth 48h	Sm TGR block
O=c1cc(CN2CCN(c3ccc(F)cc3)CC2)c2cc3c(cc2o1)CCCC3	-3	·	-2%	15	-21%	-19%
COc1ccc(CN(C)CC(=O)NC(C)c2ccccc2)c(OC)c1 (stereo not drawn)	14	?	?	-15	-9%	1%
COc1ccc(C(=O)N/C(=C\c2ccc3c(c2)OCO3)C(=O)NCCc2nc3ccccc3[nH]2)cc1	-2	4%	25%	-3	-9%	-2%
Cc1cc(C)cc(C(=O)N2CC(=O)Nc3ccccc32)c1	1	-18%	·	-14	?	7%
O=C(Oc1ccccc1C(=O)Oc1ccccc1)c1cccnc1	10	1%	-36%[5.75 µM]	23	?	-18%
CCn1cc(C(=O)O)c(=O)c2cnc(N3CCN(C(=S)NC(=O)c4ccccc4Cl)CC3)nc21	-2	2%	20%	-9	39%[activator]	11%
COc1cc(OC)cc(C(=O)NCC2CCCN(Cc3cccc(C(C)=O)c3)C2)c1 (stereo not drawn)	1	6%	8.3µM*	-4	?	3%
COc1ccc(OCc2cc(C(=O)N(C)Cc3nccn3C)no2)c2ccccc12	7	?	?	22	-30%	-7%
Cc1cc(=O)[nH]c2c(C)cc(S(=O)(=O)NCc3ccccc3)cc12	-2	1%	-45%	-2	19%	3%
CCC1CCCCN1S(=O)(=O)c1ccccc1[N+](=O)[O-] (stereo not drawn)	-2	-1%	?	24	24%	-4%
CCn1c(-c2cccc(Br)c2)n[nH]c1=S	-1	13%	-18%	12	2%	-5%
O=C(OCC(=O)N1CCCCCC1)c1n[nH]c(=O)c2ccccc12	-1	10%	2%	-14	0%	15%
Clc1ccc2c(c1)-c1[nH]ncc1CS2	-2	-27%	9%	2	0%	?
CC(CCc1ccccc1)NC(=O)N1CCOCC1 (stereo not drawn)	-2	1%	10µM*	-3	-6%	-7%
CC(C)CC(CO)N1CCN(C(=O)c2ccc(C(C)(C)C)cc2)CCC1=O (stereo not drawn)	7	0%	-17%	-3	?	-9%
CCCCCNc1nc2sc3c(c2c(=O)n1-c1cccc(Cl)c1)CCN(C)C3	-2	-6%	0.17µM*	-5	1.5µM*	5%
O=c1c(O)cccc2cc(O)c(O)c(O)c12	1	14µM*	?	4	9%	8.9µM*
COc1cc(C(=O)Nc2ccncc2)c([N+](=O)[O-])cc1OC	1	-4%	?	-5	?	6%
O=C(O)c1ccccc1C(=O)NCc1ccc(F)cc1	-2	4%	?	-13	34%[activator]	0%
CCOC(=O)N1CCC(n2c(SCC(=O)Nc3ccccc3OC)nc3ccccc3c2=O)CC1	-3	1%	-4%	-5	10µM*	11%
C=CCn1c2ccccc2c2nnc(SC(CC)C(=O)Nc3nc(C)c(C(=O)OCC)s3)nc21 (stereo not drawn)	1	-1%	?	16	?	-13%
O=C(Nc1cccc(NC(=O)C2CC2)n1)C1CC1	14	-27%	?	-13	37%[activator]	8%
CCCS(=O)(=O)n1nc(-c2ccccc2)cc1N	15	4%	9.3µM*	5	·	-17%
Cc1ccnc(N2CCCC(C(=O)Nc3ccc(C)c(C)c3)C2)n1 (stereo not drawn)	-5	·	24%	15	?	11%
N#Cc1nc(-c2ccc(F)cc2)oc1N1CCCCC1	8	-15%	-7%	45	0%[0.00184 µM]	6%
C/C=C(\C)C(=O)OC1C(C)=C2C(C1OC(=O)CCCCC)C(C)(OC(C)=O)CC(OC(=O)CCC)C1(O)C2OC(=O)C1(C)O (stereo not drawn)	-7	-17%	2.9µM*	2	4.1µM*	?
COC(=O)COc1ccc(Oc2nc(SC)nc(N(C)C)n2)nn1	-6	2%	·	-21	4%	5%
CCCCN=C1NC(=O)C(CC(=O)Nc2ccc(Cl)cc2)S1 (stereo not drawn)	-3	-1%	?	-17	·	-13%
COP(=O)(OC)c1nc(-c2ccccc2)oc1N1CCOCC1	-2	4%	31%[activator]	-13	24%	-4%
CCCN1CCN(C(=O)CCCNC(=O)c2ccc(Cl)cc2)CC1	-3	7%	?	-8	0%	3%
COC(=O)Nc1ccc(S(=O)(=O)N(CCO)CC(F)(F)C(F)F)cc1	0	5%	18%	5	21%	6%
CC(=O)NCCCNS(=O)(=O)c1ccc(C)cc1	-2	5%	?	2	47%[activator]	-2%
Cc1cccc(C)c1NC(=O)CCCSc1nnc(N)s1	-2	3%	?	13	-10%	-4%
Cc1ccc(CNC(=O)c2ccccc2CCc2ccccc2)cc1	7	0%	?	-8	?	0%
COc1cc(C#N)ccc1OCC(=O)NCc1cccs1	15*	1%	22%	53	134%[activator]	1%
CCCCN1C(=O)C(O)(CC(=O)c2c(C)n[nH]c2C)c2cc(Br)ccc21 (stereo not drawn)	-5	-1%	?	-11	?	9%
Cn1cncc1COC(=O)c1ccc(Cl)cc1	5	-4%	14%	1	0%	7%
CN(CCOCCOc1ccc(Cl)cc1Br)Cc1ccccc1	5	-1%	27%	-13	-37%	·
Cc1cc(C(=O)N/N=C/c2c[nH]c3ccccc23)c(C)o1	27*	2%	3%	26	54%[activator]	-2%
C=CCSc1nnnn1-c1ccc(OC)cc1	2	6%	·	13	24%	-22%
CC(C)(C)NC(=O)C1N(c2cccnc2)C(=O)C2C(C(=O)Nc3ccccc3)C3(C)C=CC21O3 (stereo not drawn)	-2	5%	?	-25	4%	-21%
CCCc1nnc(NC(=O)CCC(=O)NC2CCCC2)s1	-5	·	?	17	1%	1%
CCCC1(C(=O)O)NC(c2ccccc2O)C2C(=O)N(c3cccc(Cl)c3)C(=O)C21 (stereo not drawn)	-10	-15%	-21%	-16	·	0%
CCNc1nc(N)nc(Oc2ccc(OCC)nn2)n1	-2	5%	-20%	-6	12%	2%
COc1ccc(NC(=O)CSc2nnc(-c3cccnc3)n2C)cc1	-1	-6%	18%	13	-30%	4%
CC1(C)CC(=O)C(C=NCCN2CCN(C(=O)c3ccccc3)CC2)=C(O)C1	8	0%	-13%	-6	17%	6%
CC(=O)c1cccc(NC(=O)N2CCCC2C(=O)NC2CCCC2)c1 (stereo not drawn)	1	·	85%[activator]	-3	7%	-35%
COc1ccccc1N1CCN(C(=O)c2ccc(N3CCCC3=O)cc2)CC1	-1	-3%	?	-7	?	-17%
O=c1cc(O)nc(-c2ccccc2)s1	10	?	44%[activator][5.75 µM]	12	20%	2%
CC(=O)N1CCc2cc(Br)cc(S(=O)(=O)N3CCN(c4ccccn4)CC3)c21	1	-4%	·	10	?	0%
Cc1ccc(OCc2nn3c(-c4n[nH]c5c4CCC5)nnc3s2)cc1	1	4%	?	-1	·	10%[11.4 µM]
CCCCNC(=O)CNC(=S)N(Cc1ccccc1F)C1CCCCC1	-3	8%	?	-11	156%[activator]	2%
Cn1nc(C(F)(F)F)cc1-c1ccc(/C=C(\C#N)C(=O)c2ccccc2)s1	6	5%	61%[activator]	15	0%	-6%
O=C(/C=C/c1ccc(Br)o1)OCc1nc2ccsc2c(=O)[nH]1	·	·	12%	·	11%	45µM*
CCOP(=O)(OCC)C(=Cc1cc(C(C)(C)C)c(O)c(C(C)(C)C)c1)P(=O)(OCC)OCC	-4	1%	·	-5	·	·
COc1ccc(Cc2nnc(NCCO)[nH]c2=O)cc1	17	6%	19%	1	27%	1%
C=CCN1CCN(C(CCC)c2nnnn2Cc2ccco2)CC1 (stereo not drawn)	-5	0%	?	-6	9%	-17%
CCC(NC(=S)NC1CCCCC1)c1ccc(C)cc1 (stereo not drawn)	-2	11%	7.4µM*	-3	?	58%[activator]
O=C(COC(=O)/C=C/c1ccccc1)Nc1nnc(-c2ccccc2)o1	·	·	-11%	·	0%	1%
CC(=O)c1cccc(N/C=C\c2nnnn2-c2ccc(F)cc2)c1	-3	-1%	27%	10	-13%	-8%

Look-ups from the entries so far.
Result for CCCC1(C(=O)O)NC(c2ccccc2O)C2C(=O)N(c3cccc(Cl)c3)C(=O)C21 (stereo not drawn) under Giardia FBPA inh: -15%
Result for CCCCNC(=O)CNC(=S)N(Cc1ccccc1F)C1CCCCC1 under Sm TGR block: 2%

Next structures follow.
compound	CHX counter	Giardia FBPA inh	Pf growth 96h	Shiga toxin inh	Pf growth 48h	Sm TGR block
Cc1ccc(OCCCCn2ccnc2C)c(C)c1	8	?	-22%	3	?	-2%
O=C(NC1CCS(=O)(=O)C1)/C(=C/c1ccc(Cl)cc1)NC(=O)c1ccccc1 (stereo not drawn)	-3	1%	13%	-1	0%	-23%
O=C(Nc1ccc([N+](=O)[O-])cc1)Nc1nc(-c2ccc(Cl)s2)cs1	3	3%	?	20	1.9µM*	-14%
Cc1ccc(NC(=O)CCn2ccc([N+](=O)[O-])n2)nc1	-1	-1%	27%	-4	-10%	1%
Cc1cccc(C(=O)N2CCCC(CCC(=O)N3CCN(c4ccccn4)CC3)C2)c1 (stereo not drawn)	-1	·	-1%	-8	-10%	4%
COc1cccc(-n2c(SCC(=O)O)nnc2-c2cccnc2)c1	-1	-11%	?	-5	16%	-5%
O=C(N/N=C/c1ccccc1Br)c1ccc(CSc2cccc3cccnc23)cc1	12*	1%	?	8	·	-17%
CN(C)CCC(=O)N1c2ccccc2Sc2ccc(Cl)cc21	-8	-3%	16%	-6	?	·
COc1ccc2oc(=O)c(-c3cn4ccc(C)cc4n3)cc2c1	23*	-13%	?	28	61%[activator]	·
c1ccc(Oc2nc3ccccc3n3cccc23)cc1	-3	-8%	-23%	-9	-4%	-11%
O=C(O)CN1CCN(C(c2ccccc2)c2ccccc2)CC1	-1	-20%	-16%	-10	-10%	-20%
CC1CCCN(CC(=O)Nc2ccc(S(=O)(=O)N3CCCC3)cc2)C1 (stereo not drawn)	-4	-1%	-11%	16	-19%	-10%
c1ccc(OCCCc2nc(-c3cccnc3)no2)cc1	13	-15%	-28%	-15	5%	1%
COc1ccc(NC(=O)c2cc3ccccc3cc2OC)cc1	29*	7%	76%[activator]	69	?	11%
CC(=O)n1nc(-c2ccncc2)nc1SCC(=O)Nc1cccc(Cl)c1	-2	-9%	-11%	-8	-26%	-13%
Cn1c(=O)c2ncn(CC(=O)N/N=C/c3ccco3)c2n(C)c1=O	-1	-5%	5.9µM*	-9	12%	5%
Cc1ccc(NC(=O)c2cc(S(=O)(=O)N3CCC4(CC3)OCCO4)ccc2F)cc1	1	-1%	·	-6	?	-7%
COC(=O)c1ccc2c(=O)n(CC3CCCO3)c(SCC(=O)Nc3ccc(OC)cc3OC)nc2c1 (stereo not drawn)	-4	0%	?	39	6.6µM*	2%
O=C(O)C1CC=CCC1C(=O)N1CCc2ccccc21 (stereo not drawn)	-2	0%	18%	-4	-17%	-1%
NC1=NC(c2cccc(Cl)c2)N(CCc2ccc(F)cc2)C(N)=N1 (stereo not drawn)	-1	-13%	?	-10	-9%[0.00184 µM]	35%
O=[N+]([O-])c1cc(C(F)(F)F)ccc1NC1CCN(Cc2ccccc2)C1 (stereo not drawn)	-1	·	?	-17	-8%	-26%
c1csc(C2=NNC(=NC3CCCCC3)SC2)c1	37*	7%	0%	75*	27%	0%
